Vif-APOBEC3G blk: inhibitors of Vif-APOBEC3G interaction; hit rate 0.076% among 410,000; HeLa A3G-eYFP + Vif (tagged APOBEC3G with the HIV-1 protein that degrades it), YFP fluorescence, overnight; Potency, µM (highest dose often 46.1 µM), inactives show at the highest dose activity, negative = active, most hits filed as inhibitors;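 also: potency is read from the fitted curve at half-maximal effect; % is scaled to controls: 0 for no effect and ±100 for the full control effect; nearly all actives have a fitted effect of over 60% in size; hits raise eYFP signal because A3G escapes Vif-driven loss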
Target sequence (Q9HC16 whole entry, looked up): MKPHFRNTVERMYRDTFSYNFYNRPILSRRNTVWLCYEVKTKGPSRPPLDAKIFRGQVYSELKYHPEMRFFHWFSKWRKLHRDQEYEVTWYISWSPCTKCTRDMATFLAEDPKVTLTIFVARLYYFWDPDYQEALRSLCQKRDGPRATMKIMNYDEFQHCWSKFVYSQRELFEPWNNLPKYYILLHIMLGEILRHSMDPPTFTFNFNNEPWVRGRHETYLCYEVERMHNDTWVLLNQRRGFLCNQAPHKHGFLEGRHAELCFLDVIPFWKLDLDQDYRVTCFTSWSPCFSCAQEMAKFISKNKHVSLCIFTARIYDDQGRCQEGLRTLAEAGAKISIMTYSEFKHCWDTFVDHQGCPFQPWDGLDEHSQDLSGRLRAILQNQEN
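HeLa cells stably expressing Vif and C-terminally eYFP-tagged A3G, seeded overnight at 37 deg C, then exposed to compound by pintool overnight at 37 deg C. Rise in yellow fluorescence (Ex 488/Em 500-530, Acumen) marks blocked Vif-driven A3G degradation.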
D2 PAM: positive allosteric modulators of human D2 dopamine receptor; potentiation, % at 10 µM; HEK293 T-REx D2, calcium flux, EC20 dopamine potentiation; P14416; hit rate 0.34% among 340,000; AID 485347;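 active = potentiation over 3 SD above the plate norm, cut at about 30% in these data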; also: 0% is about no effect
Target sequence (P14416 whole entry, looked up): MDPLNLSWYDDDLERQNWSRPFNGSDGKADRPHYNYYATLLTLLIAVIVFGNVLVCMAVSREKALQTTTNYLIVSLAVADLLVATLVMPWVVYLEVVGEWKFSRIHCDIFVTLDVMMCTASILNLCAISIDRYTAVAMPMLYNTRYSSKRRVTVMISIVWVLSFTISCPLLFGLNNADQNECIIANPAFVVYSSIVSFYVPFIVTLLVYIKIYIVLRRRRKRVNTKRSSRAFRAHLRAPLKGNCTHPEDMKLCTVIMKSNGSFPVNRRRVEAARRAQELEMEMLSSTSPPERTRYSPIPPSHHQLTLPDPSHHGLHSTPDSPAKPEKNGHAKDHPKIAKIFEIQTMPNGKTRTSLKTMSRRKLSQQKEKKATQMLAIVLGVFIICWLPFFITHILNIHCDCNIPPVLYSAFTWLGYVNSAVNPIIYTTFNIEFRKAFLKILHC
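Calcium flux readout, no-wash dye, 1 read/s. Inducible HEK293 Trex D2 line, overnight 30 C. Compound alone 180 s (agonist flags), then EC20 dopamine, another 180 s to score potentiation.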
D1 PAM: potentiators of human D1 dopamine receptor. HEK293 TREx D1 cells, calcium flux, dopamine EC20 potentiation. potentiation, % at 10 µM. hit rate 0.036% among 360,000. AID 504651; in the data active = potentiation above about 30%; also: 0% is about no effect
RXFP1 agonist: RXFP1 (human) receptor agonism | AID 2676 | HEK293T-RXFP1 cAMP TR-FRET, 30 min; response scale: percent of porcine relaxin response, buffer zero | hit rate 0.3% among 370,000 | Potency, µM (top dose mostly 57.5 µM), for the others: at the top dose activation, usual class: activators | Q9HBX9; also: potency is read from the fitted curve at half-maximal effect; % is scaled to controls: 0 for no effect and ±100 for the full control effect; nearly all actives have a fitted effect of over 60% in size; many of its hits are not listed in these tables
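HEK293T cells stably expressing RXFP1 were pretreated with the PDE4 inhibitor Ro 20174, exposed to compounds for 30 min at 37C, lysed, and cAMP was read by TR-FRET. Data normalized to buffer (basal) and 29 nM porcine relaxin (100%).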
Glioma ERSR ind: inducers of ER stress response in human glioma cells; Potency, µM, without a hit: at the top dose activation, hits mostly activators; AID 602332; hit rate 0.02% among 420,000; U87-MG GRP78 promoter luciferase reporter, 16 h; also: potency is read from the fitted curve at half-maximal effect; series mostly up to about 76 µM; % of control where 0% means no effect; nearly all actives have a fitted effect of over 35% in size
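Stably transfected U87-MG human glioma cells carrying a GRP78-based luminescent sensor were seeded at 1000 cells/well, pin-dosed with compounds and incubated 16 h. Luciferase reagent was then added, and end-point luminescence was read after 10 min at room temperature.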
RXFP1 antag: antagonists of human relaxin receptor RXFP1 | Q9HBX9 | HEK293-RXFP1, relaxin-stimulated cAMP HTRF, 30 min; hits give low values | activity change, negative = inhibition, % at 57.5 µM | hit rate 0.59% among 350,000 | AID 1259400;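 active = activity change of -60% or lower, but not beyond a set lower limit; inconclusive = change between -60% and -40%, or beyond the set limit; inactive = change above -40%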; also: % is scaled to controls: 0 for no effect and ±100 for the full control effect
D1 antag: blocks dopamine activation of the human D1 receptor | P21728 | HEK293 TREx D1 cells, calcium flux, dopamine EC80; hits give low values | activity change, negative = inhibition, % at 10 µM | hit rate 3.2% among 360,000; in the data active = activity change below about -30%; also: % is scaled to controls: 0 for no effect and ±100 for the full control effect
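Inducible Hek293 Trex D1 cells (tetracycline, overnight, 30 C). Calcium dye 30–90 min RT. Antagonist mode: EC80 dopamine added after 180 s compound read.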
D1 agonist: human D1 receptor agonism; P21728; HEK293 T-REx D1 cells, calcium flux, agonist mode; activation, % at 2 µM; hit rate 1% among 360,000; AID 504660; in the data active = activation above about 30%; also: 0% is about no effect
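Agonism was scored from calcium flux recorded over 180 s (1 read/s) after pintool compound addition, following a 10-cycle baseline. Cells were inducible force-coupled HEK293 TREx D1, plated overnight at 30 C and loaded with no-wash calcium dye.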
Vif-A3F inh: inhibitors of Vif-A3F interaction; HeLa A3F-eYFP + Vif (tagged APOBEC3F with the HIV-1 protein that degrades it), YFP fluorescence increase; Potency, µM (top dose mostly 46.1 µM), for the others: at the top dose activity, negative = active; hit rate 0.2% among 390,000; AID 602313; also: potency is read from the fitted curve at half-maximal effect; % of control where 0% means no effect; nearly all actives have a fitted effect of over 65% in size
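HeLa cells stably expressing Vif plus C-terminally eYFP-tagged A3F were seeded, incubated overnight at 37 deg C, dosed with compound, incubated overnight again at 37 deg C. Yellow fluorescence (Ex 488/Em 500-530) reported blocked Vif-mediated A3F-eYFP degradation.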
Numbers without * were called inactive; ? = inconclusive; . = no result given. Unless noted, calls follow the shape of the dose curve; as a rule, active = well fitted curve in the direction sought with a large enough effect; inconclusive = small, poorly fitted or top-dose-only effect, or another doubt; inactive = no such curve, though single readings can be large; an effect the other way counts as inactive or inconclusive. Not all compounds are listed. The share of hits here may be higher or lower than overall.

SMILES	Vif-APOBEC3G blk	D2 PAM	D1 PAM	RXFP1 agonist	Glioma ERSR ind	RXFP1 antag	D1 antag	D1 agonist	Vif-A3F inh
COc1ccccc1C(=O)NCC(=O)N=Nc1c(O)n(C(C)C)c2ccccc12	-13%	-25	0	0.3%	-3%	7	3	3	5%
O=C(c1cccs1)N1CCN(Cc2ccc3c(c2)OCO3)CC1	1%	-26	-13	1.7%	-4%	-12	1	1	.
COc1ccccc1-c1nc(SCC(=O)Nc2ccccc2)n[nH]1	-9%	2	3	-0.3%	-2%	-8	-15	2	-18%
Cc1ccc(C)c(S(=O)(=O)NCc2ccc3c(c2)OCO3)c1	-4%	8	-7	-1.7%	-3%	4	-12	1	-7%
COC(=O)c1cn(NC(=O)c2ccncc2)c(=O)c2ccccc12	-8%	-16	6	1.7%	-5%	12	29	7	-3%
COc1cccc(CCNC(=O)C2CCC(=O)N(Cc3cccc(OC)c3)C2)c1 (stereo not given)	4%	1	12	-2.1%	5%	-5	-52*	2	0%
Cn1c(SCc2cccc(F)c2)nc2c([nH]c3ccccc32)c1=O	7%	14	-1	?	-1%	13	5	0	2%
Cc1ccc(C(=O)Nn2c(C)nc3ccccc3c2=O)cc1C	-8%	.	-8	-2.6%	-1%	3	-3	1	-1%
CN(Cc1ccccc1)S(=O)(=O)c1ccc2[nH]c3c(c2c1)CCCCC3	4%	4	2	-3.7%	-4%	-21	-5	3	-16%
Cc1nn(-c2ccccc2)c(Cl)c1/C=C(\CC(=O)O)c1nc2ccccc2s1	-5%	8	-6	1.5%	2%	-6	-11	0	3%
O=S1(=O)N=C2CCCCCN2C(c2ccncc2)N1 (stereo not given)	-1%	17	-9	1.5%	-4%	3	-15	2	-5%
COc1cc(C=NNc2ccc(S(=O)(=O)Nc3ccccc3C(=O)O)cc2[N+](=O)[O-])ccc1O	5%	.	.	.	-6%	-9	.	.	-3%
COc1ccc(CCNC(=O)C2CCCN2C(=O)NC2CCCCC2)cc1OC (stereo not given)	0%	1	6	-1.3%	-3%	3	8	1	-1%
Cc1ccc(C(=O)NNC(=O)CSc2nnc(C(C)C)n2C)cc1	6%	7	-5	1.1%	-3%	-17	-12	1	4%
Cc1cccc(Cn2c(SCc3ccc(C(=O)NCCc4ccccc4)cc3)nc3ccncc32)c1	-5%	5	-4	-1.6%	-1%	-7	-12	9	3%
COc1ccc(/C=N/n2c(SC)nnc(C(C)(C)C)c2=O)cc1OC	-5%	13	0	2.3%	2%	-24	-2	2	6%
CCCc1[nH][nH]c(=O)c1C(c1ccccc1)C(C#N)C#N (stereo not given)	0%	.	-6	-0.8%	14%	7	-9	2	-2%
COc1ccc(C(=O)NC(=S)N2CCCCC2c2cccnc2)cc1OC (stereo not given)	-4%	.	5	0.1%	-4%	.	-3	1	7%
CCOc1ccccc1NC(=O)C(c1ccccc1)N1CCN(CC(=O)N2CCCC2)CC1 (stereo not given)	2%	.	.	.	10%	6	.	.	2%
COc1c(C)cc(C(=O)C2CCCN(S(=O)(=O)N(C)C)C2)cc1C (stereo not given)	-3%	-9	-6	-1.7%	-2%	6	-21	4	-6%
O=C(Nc1ccc(Cl)cc1)c1ccc(-n2cncn2)c([N+](=O)[O-])c1	0%	8	-2	-0.6%	-5%	-4	-28	13	-9%
CC(C)c1ccc(OCC(O)CN2CCCC2)cc1 (stereo not given)	2%	3	3	-1.6%	-3%	11	14	11	5%
CC(=O)Nc1ccc2[nH]c(C)c(CC=C(Cl)Cl)c(=O)c2c1	-4%	-11	-9	-0.8%	-3%	-17	-10	0	.
C/C(=N\NC(=O)c1nnn(-c2nonc2N)c1CSc1ccccc1)c1ccc2c(c1)OCO2	-4%	0	.	1.5%	-5%	24	-10	2	1%
COc1ccccc1OCCSc1nc2ccccc2n1CC(=O)N1CCOCC1	-2%	-3	5	0.1%	3%	.	3	-3	0%
SMILES	Vif-APOBEC3G blk	D2 PAM	D1 PAM	RXFP1 agonist	Glioma ERSR ind	RXFP1 antag	D1 antag	D1 agonist	Vif-A3F inh
Cc1sc2ncn(CC(=O)NCCN3CCOCC3)c(=O)c2c1S(=O)(=O)N1CCC(C)CC1	3%	5	-2	0.0%	-4%	5	7	3	1%
C/C(=N\N(c1ccccc1)c1ccccc1)c1ccc(N)cc1	1%	.	.	.	-3%	-3	.	.	-7%
COc1ccc(S(=O)(=O)CC2(O)CCN(C(=O)C(C)(C)C)CC2)cc1	1%	5	0	2.6%	-1%	-10	-3	1	-5%
O=C1c2cccc3cccc(c23)C(=O)N1c1ccncc1	0%	5	-3	-0.6%	-6%	-3	-2	0	4%
Cc1ccc(C)c(S(=O)(=O)Nc2ccc(-n3cnnn3)cc2)c1	-1%	.	.	.	-3%	9	.	.	-12%
CCCc1sc(N2CCCC(C(N)=O)C2)nc1-c1ccccc1 (stereo not given)	-8%	5	1	1.1%	-5%	-18	9	1	5%
COc1cccc(Sc2ccccc2CN(C)C)c1	1%	7	3	-0.6%	-4%	-16	13	1	1%
Cc1ccc(-c2cc(C(=O)O)n[nH]2)s1	1%	-3	3	-2.0%	0%	1	8	-1	6%
CN(c1ccccc1)S(=O)(=O)c1cccc(C(=O)NCc2ccccc2)c1	2%	6	-4	-0.2%	-3%	-4	-25	9	6%
COc1cc(C(=O)NCC2CCCO2)ccc1OCc1c(C)noc1C (stereo not given)	2%	6	-3	0.6%	-1%	-6	0	1	4%
COc1ccc2c(c1OC)C(=O)N(c1cccc(C)c1)C2	1%	5	1	1.5%	-10%	-5	11	0	-3%
COc1ccc(NC(=S)Nc2cc(C)ccn2)c(OC)c1	0%	-5	2	0.2%	2%	2	-5	1	-1%
CC(=O)/C(N)=N/Nc1cccc(Cl)c1	-13%	8	-2	1.2%	-2%	13	4	3	-5%
CCOc1ccc(NC(=O)C2CCCN(c3nnc(-n4c(C)ccc4C)s3)C2)cc1 (stereo not given)	.	12	-3	-0.9%	.	-8	-9	-2	.
CCOC(=O)N1CCN(CCCc2ccccc2)CC1	3%	3	4	0.1%	0%	21	-11	5	-15%
COC(=O)c1c(NC(=O)C(=O)NCCCN2CCOCC2)sc2c1CCCC2	2%	6	4	-1.4%	-5%	6	25	2	-3%
CCOc1ccc(NC(=O)N(CCC(C)C)C2CCN(C(C)=O)CC2)cc1	1%	-3	-1	-0.2%	-3%	-1	-1	-1	-14%
CCOC(=O)C(Cc1ccccc1)NC(=O)CNC(C)=O (stereo not given)	0%	13	-1	0.2%	-1%	-9	-3	11	3%
CCOc1ccc(CN2CCN(S(=O)(=O)c3ccc(NC(C)=O)cc3)CC2)cc1	2%	-5	-8	0.2%	-7%	-9	-15	6	-4%
COc1ccc(CNc2nc(-c3ccc(OC)cc3)cc(C(F)(F)F)n2)cc1	4%	11	1	-1.8%	-2%	.	-1	22	-6%
COc1ccccc1N(CC(=O)NCc1ccco1)C(=O)CCC(=O)Nc1ccccn1	0%	32*	2	3.6%	-3%	-5	-4	1	15%
CC(Nc1ccnc2cc(Cl)ccc12)c1ccc(S(N)(=O)=O)cc1 (stereo not given)	-1%	-5	-6	0.5%	-4%	10	-3	1	2%
CCc1ccc(-c2cn3nc(-c4ccccc4)cnc3n2)cc1	0%	-4	2	-0.5%	2%	-2	-6	5	-9%
Cc1ccc(C2=N/C(=C\c3ccc(OS(=O)(=O)c4ccc(C)cc4)cc3)C(=O)O2)cc1	4%	-4	-8	-1.2%	-3%	-4	7	0	-2%
CC(C(=O)NCCc1ccc(Cl)cc1)n1c(=O)c2cccn2c2cccnc21 (stereo not given)	-2%	-3	-6	4.4%	-1%	6	5	1	-9%
SMILES	Vif-APOBEC3G blk	D2 PAM	D1 PAM	RXFP1 agonist	Glioma ERSR ind	RXFP1 antag	D1 antag	D1 agonist	Vif-A3F inh
CCOc1ccc(C(=O)NCc2ccco2)cc1OC	0%	7	-11	0.1%	-1%	-8	-28	4	1%
CC(=O)Nc1ccc(Nc2nc(C)cc(C)n2)cc1	2%	.	2	-0.5%	-2%	5	-5	4	10%
COCCN1C=C2C(=O)C(C)(OC(=O)c3cccs3)C(=O)C=C2C=C1CCCC(=O)OC (stereo not given)	-4%	0	-6	7.5%	-2%	.	-36*	6	4%
COc1cccc(NC(=O)CN(C)C(=O)CC2CC3CCC2C3)c1 (stereo not given)	-1%	.	-7	0.2%	0%	0	-6	1	8%
COc1cc(/C=N\NC(=O)CNC(=O)c2cccc([N+](=O)[O-])c2)ccc1O	0%	-6	0	1.4%	-3%	-2	3	0	-2%
CN(C)c1ccc(NS(=O)(=O)c2ccc(-c3csnn3)cc2)cc1	-22%	2	-4	-0.5%	-2%	1	0	30*	21%
S=C1NC[C@H](c2ccccc2)N1CCCCC1CCCCC1	-2%	3	2	-21%	0%	.	-6	1	1%
CCOc1ccc(OCC)c(NC(=O)C2CCN(S(=O)(=O)c3c(C)noc3C)CC2)c1	0%	20	-1	-0.4%	-2%	11	7	1	5%
COc1cc(/C=N/NC(=O)c2ccccc2)ccc1OS(=O)(=O)c1ccccc1	-7%	.	0	0.4%	-1%	-6	-8	6	0%
CCc1cccc(-n2nnc(-c3nsc(NC(=O)c4cccs4)n3)c2C)c1	20%	8	-2	3.3%	-1%	0	-11	17	-24%
CCc1nc2sc3c(=O)n(N)cnc3c2c2c1COC(C)(C)C2	.	.	6	2.5%	.	.	1	5	.
COc1cccc(CNC(=O)CCC(=O)N2CC3CCCN3c3ccccc32)c1 (stereo not given)	-3%	-3	-2	-3.6%	-1%	-24	-2	-1	-1%
Cn1c(=NC(=O)CS(=O)(=O)c2ccc(F)cc2)sc2ccccc21	0%	1	-6	1.2%	-2%	-6	-6	4	6%

An excerpt from above in order of their number in RXFP1 antag, lowest first:
Molecule | D2 PAM | D1 PAM | RXFP1 antag | D1 antag | D1 agonist
CCOc1ccc(C(=O)NCc2ccco2)cc1OC | 7 | -11 | -8 | -28 | 4
Cn1c(=NC(=O)CS(=O)(=O)c2ccc(F)cc2)sc2ccccc21 | 1 | -6 | -6 | -6 | 4
COc1cccc(NC(=O)CN(C)C(=O)CC2CC3CCC2C3)c1 (stereo not given) | . | -7 | 0 | -6 | 1
